Screening data deposited in PubChem BioAssay by several laboratories.
S1P4 agonist = activates the human S1P4 receptor. AID 1509. activation, % at 4.98 µM. hit rate 0.35% among 220,000. O95977. S1P4-expressing cell line, agonist reporter assay; in the data active = activation above about 11%;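 also: 0% = DMSO vehicle and 100% = reference agonist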
Target sequence (O95977 whole entry, looked up): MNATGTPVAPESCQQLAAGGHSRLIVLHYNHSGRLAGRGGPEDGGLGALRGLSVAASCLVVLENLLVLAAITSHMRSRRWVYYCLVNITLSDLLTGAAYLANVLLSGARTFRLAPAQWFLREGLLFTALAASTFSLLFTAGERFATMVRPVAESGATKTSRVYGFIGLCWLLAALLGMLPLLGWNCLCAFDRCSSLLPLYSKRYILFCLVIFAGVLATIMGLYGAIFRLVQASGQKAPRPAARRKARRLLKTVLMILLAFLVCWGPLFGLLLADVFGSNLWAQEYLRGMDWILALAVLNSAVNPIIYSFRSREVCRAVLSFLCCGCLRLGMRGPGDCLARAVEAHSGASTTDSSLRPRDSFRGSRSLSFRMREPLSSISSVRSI
m-calpain inh = calpain II (pig) inhibition. inhibition, % at 16 µM. AID 1236. purified calpain II, fluorogenic peptide substrate, 30 min. hit rate 0.37% among 220,000;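 active = inhibition above about 50%, limit read from the data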
TRPML3 ag = agonists of human TRPML3 channel. Q8TDD5. HEK293 TRPML3-YFP, Fluo-8 calcium fluorescence; 100% = the carbachol control signal. activation, % at 3 µM. hit rate 0.29% among 220,000. AID 1448;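 active = activation above its plate's cutoff, the mean activation of the plate's test wells plus 3 SD, cut at about 12% in these data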;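 also: 0% = DMSO only wells and 100% = carbachol wells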
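system = HEK293 cells stably carrying human TRPML3-YFP | doses = one concentration, 3 µM nominal, 0.3% DMSO | timing = dye loading 1 h 37 °C then 30 min ambient, 125 s read | detection = Fluo-8 calcium dye fluorescence, ex 470-495, em 515-575 nm | benchmarks = high control carbachol 87 µM, low control DMSO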
zfTRPN1 agonist = activates the zebrafish TRPN1 channel. HEK293 zebrafish TRPN1-YFP, Fluo-8 calcium fluorescence; 100% = response to 87 µM carbachol. activation, % at 3 µM. hit rate 0.18% among 220,000. AID 1424;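 active = activation above its plate's cutoff, the mean activation of test wells on that plate plus 3 SD, cut at about 19% in these data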;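 also: 0% = DMSO alone and 100% = 87 µM carbachol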
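Material – zebrafish TRPN1-YFP in HEK293 cells · Doses – 3 µM single point · Schedule – dye 1 h 37 °C plus 30 min RT · Signal – Fluo-8 calcium fluorescence, excitation 470-495 nm, emission 515-575 nm · Read-out – % activation versus carbachol response · Control set – carbachol high, DMSO low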
BaF3 parental = reduces parental Ba/F3 cell viability, JAK2V617F counter-screen; CellTiter-Glo ATP luminescence; inhibition, % at 5.6 µM; hit rate 1.1% among 220,000; AID 1486;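 active = inhibition above a per-campaign cutoff, the mean inhibition of all tested compounds plus 3 SD, cut at about 27% in these data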;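 also: 0% = DMSO wells and 100% = JAK Inhibitor I control wells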
PERK inh = blocks human PERK kinase; Q9NZJ5; CHO PERK-DD fusion, SEAP luminescence translation reporter; inhibition, % at 5.6 µM; hit rate 0.17% among 220,000;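 active = inhibition above the mean inhibition of all tested compounds plus 3 SD, set separately per screening campaign, cut at about 2.9% in these data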;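 also: PERK kinase domain activated by AP20187 dimerizer at 100 nM; 0% = DMSO with dimerizer and 100% = rapamycin at 8.4 µM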
EP2 modulator = modulates human prostaglandin E2 receptor EP2 signaling | P43116 | hit rate 0.83% among 260,000 | EP2-expressing cells, cAMP HTRF FRET, PGE2 co-stimulation | induction, % at 25 µM;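 active = compounds whose cAMP rise, as percent of the full-agonist control response, exceeds 60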;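 also: rat C6 glioma line stably carrying human EP2 under a CMV promoter; the protocol text gives 20 µM as final concentration; 100% = response of wells given 1 µM PGE2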
Target sequence (P43116 whole entry, looked up): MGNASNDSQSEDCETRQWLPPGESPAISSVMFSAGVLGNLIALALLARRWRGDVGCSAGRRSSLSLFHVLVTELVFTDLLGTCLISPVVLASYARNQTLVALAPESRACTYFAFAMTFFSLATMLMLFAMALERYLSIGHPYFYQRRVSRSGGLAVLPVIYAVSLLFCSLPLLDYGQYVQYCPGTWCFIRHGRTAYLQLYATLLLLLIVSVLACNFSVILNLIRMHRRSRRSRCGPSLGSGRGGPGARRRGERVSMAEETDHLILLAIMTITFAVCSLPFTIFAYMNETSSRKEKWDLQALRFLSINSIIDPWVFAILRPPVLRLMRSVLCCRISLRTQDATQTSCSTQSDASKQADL
Ba/F3 V617F tox = reduce viability of Ba/F3 cells dependent on JAK2V617F; inhibition, % at 5.6 µM; Ba/F3 EpoR-JAK2V617F viability, ATP luminescence; hit rate 1.1% among 220,000;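 active = inhibition above the campaign mean plus 3 SD over all tested compounds, cut at about 24% in these data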;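 also: cytokine-independent growth of Ba/F3 cells driven by EpoR plus mutant JAK2; 0% = DMSO-treated cells and 100% = JAK inhibitor I control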
S1P4 antag = human S1P4 receptor antagonism; O95977; S1P4-expressing cells, antagonist mode, reporter read-out; inhibition, % at 4.98 µM; hit rate 0.26% among 220,000; AID 1510; in the data active = inhibition above about 29%;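 also: 0% = wells stimulated with agonist and 100% = vehicle wells without agonist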
* marks the source's active call; other numbers are inactive results; x = no result given; & = joins results of further samples.

Fields – S1P4 agonist, m-calpain inh, TRPML3 ag, zfTRPN1 agonist, BaF3 parental, PERK inh, EP2 modulator, Ba/F3 V617F tox, S1P4 antag
CC(C)OC(=O)CNc1n[nH]c(=S)[nH]c1=O
    0.1, 21.4, 0.2, 1.4, 1.4, 0.6, -30.0, 0.1, -2.9
O=C(C1CC1)N(CCc1ccccc1)Cc1nc2ccccc2c(=O)[nH]1
    1.4, -26.4, 0.5, 1.9, 4.8, -1.1, 26.3, 3.0, -16.0
CC(C)n1cnc2cc(NCc3ccccc3O)ccc21
    -0.9, -11.0, -0.5, -0.1, -2.4, 1.5, -12.6, -3.5, -21.2
CC1CN(c2ccc(Oc3ccccc3)cc2)c2nc3c(c(=O)[nH]c(=O)n3C)n2C1 (centres undefined)
    -0.9, -21.4, 1.2, 0.7, 3.3, 0.0, 48.9, -3.3, 0.6
Cc1ccc(Sc2ncccc2COC(=O)NC(C)C)cc1
    -1.0, 22.2, -0.7, -0.9, 0.8, 0.8, -15.2, -4.8, 9.5
O=C(c1cc2cc(Br)cc(Br)c2oc1=O)N1CCCC1
    3.5, -1.2, 0.5, 0.7, 1.5, 1.3, 6.0, -4.1, -3.6
COc1ccccc1Cn1c(=O)c2ccccc2n2c(SCC(=O)N3CCCCC3)nnc12
    -1.2, 25.2, 0.5, 0.8, 6.7, 0.2, 17.5, 0.5, 3.2
O=C(CSc1nncn1-c1ccccc1)NCc1cccs1
    -5.0, -23.8, 0.5, 0.1, 3.7, 0.1, 10.8, -2.0, 5.5
COc1ccc(NS(=O)(=O)c2ccc(O)c(NC(=O)c3ccc(S(=O)(=O)N4CCCCCC4)cc3)c2)cc1
    0.1, -69.1, 0.3, -1.0, 3.8, 1.3, -36.8, -1.5, -11.5
O=C(O)CC1S/C(=N/N=C/c2ccc(-c3ccccc3[N+](=O)[O-])o2)NC1=O (centres undefined)
    -1.0, 6.1, 1.3, 1.1, 4.7, -0.4, -13.8, 2.1, -1.6
O=C(NCc1ccccc1)C(c1ccc(F)cc1)N(Cc1ccc2c(c1)OCO2)C(=O)Cn1nnc(-c2cccs2)n1 (centres undefined)
    -1.5, 12.0, 0.9, 1.3, -1.8, 0.7, 19.6, -2.3, 10.6
COc1cc([N+](=O)[O-])ccc1NC(=O)CN1CCN(C(=O)c2ccco2)CC1
    -1.9, 35.7, 1.3, 0.0, 3.2, -0.2, -11.4, 0.1, 1.1
C=CCn1nc(-c2ccccc2)c(N2CCCCC2)cc1=O
    -2.3, 7.7, -0.2, -1.6, 9.4, 0.1, -11.1, 2.0, 0.3
CCCC(=O)N(CCc1ccc(OC)cc1)Cc1nc2ccccc2c(=O)[nH]1
    0.5, 19.7, -0.5, 0.6, 3.4, 0.3, 8.7, -3.2, -8.8
Cc1nc2ccc(C(=O)OCc3ccccc3Br)cc2nc1C
    -0.4, 8.3, 0.1, 1.9, 6.3, 0.3, 45.4, 4.4, -5.1
c1ccc(-c2noc(CSc3nnc(Cc4cccs4)n3-c3ccccc3)n2)cc1
    0.2, 26.1, -0.6, -2.0, 5.4, 0.2, 4.8, -0.4, -8.1
O=S(=O)(c1ccc2c(c1)N(Cc1ccc(Cl)cc1)C1CCCN21)N1CCOCC1 (centres undefined)
    1.3, 24.7, 0.6, 0.2, 3.5, 1.6, 5.6, -0.7, -13.9
COc1ccc(C)cc1S(=O)(=O)NCCc1ccccc1
    1.5, -28.2, -0.4, -1.5, 0.6, -0.4, 18.0, -2.4, 1.3
C=CCn1c(=O)c2ccccc2n2c(SCC(=O)NCc3cccs3)nnc12
    -1.6, -13.7, -0.5, -1.0, 0.2, -0.7, 9.0, -3.4, -14.9
CCN(CC)CCC(=O)NC(C)(C)Cc1ccc(O)cc1
    2.1, 1.6, -0.4, 3.4, 0.3, 0.0, 9.7, -0.8, -20.8
CC(NC(=O)c1cccc2ccccc12)c1ccc2c(c1)CCCC2 (centres undefined)
    3.8, 42.2, 0.7, -0.9, 46.5*, 1.8, 10.9, 64.5*, -15.2
OC1(c2ccccc2)CCN(Cc2ccccc2)CC1
    0.5, 28.1, 0.2, 1.1, 11.3, 0.1, -17.0, 1.2, -7.1
Cc1ccc(N/C(N)=N/c2nc(CSc3nnc(N)s3)cc(=O)[nH]2)cc1
    0.7, 32.0, -0.4, -0.5, -0.7, 2.0, -4.3, -2.1, 0.1
COc1ccc(C(=O)Nc2ccc(-c3ccc(NC(=O)c4ccc(OC)cc4)c(OC)c3)cc2OC)cc1
    2.1, -242.5, 0.7, 0.5, 4.3, 0.4, -17.2, -0.5, -22.6
CN(CC/C=C1/c2ccccc2CSc2ccccc21)CCCO
    1.0, -13.0, 1.4, 0.9, 2.7, -0.7, 5.2, -1.0, -2.4
O=c1cc(N2CCN(c3ccc(F)cc3)CC2)[nH]c(=O)n1C1CCCCC1
    2.6, -3.1, 1.3, 0.1, 1.6, -0.1, 17.2, 2.7, 4.7
CC(=O)c1sc(NC(=O)C(C)C)nc1C
    1.0, -39.8, 0.2, 0.4, 5.3, 0.3, 52.7&46.9, 5.1, -32.3
CC1(C)CC(=O)C2=C(C1)Nc1nc(SCCN3CCOCC3)[nH]c(=O)c1C2c1cccs1 (centres undefined)
    -0.6, -45.4, 0.4, 1.6, 6.6, -1.0, 6.5, 2.9, -7.1
CC1=[N+](C)N(c2ccccc2)C(=O)C1N=Cc1ccccc1Cl (centres undefined)
    0.4, -0.3, 0.8, 0.0, 3.3, -0.1, -0.8, -0.3, -8.2
C#CCOCCOCCOCCNc1nc(N2CCN(C(=O)[C@H](CCCCN)n3cc([C@@H](N)CC(C)C)nn3)CC2)nc(N2CCN(C(=O)[C@H](Cc3cc4ccccc4[nH]3)n3cc([C@@H](N)Cc4ccc(O)cc4)nn3)CC2)n1
    2.5, -10.9, 0.4, -1.2, 3.2, 1.4, 19.4, -1.2, -8.6

Next section
Fields – S1P4 agonist, m-calpain inh, TRPML3 ag, zfTRPN1 agonist, BaF3 parental, PERK inh, EP2 modulator, Ba/F3 V617F tox, S1P4 antag
CC(C)(C)NC(=O)c1ccc(COCC(F)(F)F)o1
    -1.8, -37.0, 0.3, 0.3, -0.9, 0.2, -1.5, -3.8, -7.0
O=C1c2ccncc2C(=O)N1CO
    0.1, -35.9, 0.0, 1.2, 7.1, 1.2, -20.1, 2.4, 11.7
O=C(NCCCO)/C(=C\C=C\c1ccccc1)NC(=O)c1ccccc1Cl
    1.0, 8.8, 0.8, 4.5, 6.2, 0.6, -10.7, -3.4, -18.1
CCOC(=O)C1(Cc2ccc(OC)cc2)CCN(C(=O)CC2CCC(=O)N2)CC1 (centres undefined)
    -1.1, -8.0, 0.4, 0.7, 5.2, 0.8, -7.4, -1.7, -1.8
COC(=O)c1cc2ccsc2n1CC(=O)N(C)c1ccccc1
    1.6, -15.8, -0.2, -0.3, 1.6, 0.2, -7.5, -1.7, -10.4
O=S1(=O)CC/C(=N\Nc2ccccc2)c2ccsc21
    -0.8, 17.4, 0.5, -0.7, 6.7, 0.6, -36.5, 1.1, -10.6
O=C(CC12CC3CC(CC(C3)C1)C2)NC(=S)Nc1ccc(CN2CCOCC2)cc1
    1.2, -3.9, 0.7, 1.6, 7.9, 0.1, -0.3, -2.3, -28.6
CC(C)(O)C#Cc1ccc(CN2CCN(C3CCCC3)C(CCO)C2)cc1 (centres undefined)
    0.1, -32.8, 0.3, -0.5, 0.9, 0.4, -0.6, -2.4, -7.8
O=C(CN1CCOCC1)N1CCN(C(=O)CN2CCOCC2)CC1
    1.3, x, 0.7, 0.0, 4.2, -0.7, x, -1.8, -62.6
CN(C(=O)c1coc(=O)c2ccccc12)c1ccc(Br)cc1
    0.5, 17.3, -1.1, -1.6, 0.1, 2.4, -15.8, -3.0, 9.8
Cc1cc2nc(-c3ccc(SCC(=O)N4CCOCC4)nc3)[nH]c2cc1C
    2.8, -350.9, 1.6, 2.8, 5.7, -0.9, -10.1, 4.3, -6.4
Cc1cccc(C)c1NC(=O)/C(=C/c1ccco1)c1ccccc1
    -5.3, 5.0, 0.9, 4.3, 5.0, -0.7, 2.2, -0.3, 3.0
O=C(CSc1nnc2scc(-c3ccccc3)n12)NCc1ccc2c(c1)OCO2
    -1.3, 3.0, -0.5, -0.9, 1.4, 0.5, -21.2, -3.8, -15.8
O=C1CCCC(O)=C1Sc1ccccc1C(=O)O
    0.2, -12.1, 0.9, -0.7, -4.5, 0.4, 34.3, -0.2, -4.4
COC(=O)C1=C(C)Nc2nnnn2C1c1ccccc1Cl (centres undefined)
    2.2, 2.9, -0.6, -1.4, 0.3, -0.4, 7.0, -6.5, -13.9
Cc1ccc(-n2c(=O)c3c4c(sc3n3c(=S)[nH]nc23)CCC4)cc1
    -0.5, 15.0, 0.5, -2.1, -4.1, -0.4, -14.8, 0.9, 6.5
COc1ccc(CC(=O)NNC(=O)c2ccc(SCc3cc(F)ccc3F)c([N+](=O)[O-])c2)cc1
    0.8, 4.8, 0.1, 0.3, 7.7, 0.4, 18.5, -2.1, -24.7
O=c1c2cc(Cl)ccc2nc(-c2ccc(Cl)c(Cl)c2)n1O
    1.0, -22.5, 0.5, 0.5, -4.0, 0.9, -9.9, -2.2, -12.3
O=[N+]([O-])c1ccc(Oc2ccc(S(=O)(=O)N3CCCCC3)cc2)cc1
    -0.1, 21.3, 1.2, 0.9, 2.8, -0.2, -50.8, -5.3, -19.8
CS(=O)(=O)N1CCC(C(=O)NCc2ccco2)CC1
    -1.1, -26.6, 1.2, -0.8, 5.0, 0.8, -8.2, 1.0, -6.4
CCCCCCCCCC(=O)NNC(=O)c1c(O)c2ccccc2n(CCC)c1=O
    0.6, -98.9, 0.7, -0.2, 0.3, -0.3, -6.4, -4.0, -22.5
CC(=O)N1CCC2(CC1)NC(=O)N(c1ccccc1)N2
    0.8, -2.9, -0.2, 1.1, 1.3, 1.7, 0.0, -1.6, -11.3
CCOC(=O)CCNC(=O)CNC(=O)OCc1ccccc1
    0.6, 6.5, 1.0, -1.0, -0.9, 0.3, 20.1, -1.2, -6.0
Cc1nnc2sc(-c3cccc4ccccc34)nn12
    -0.5, -43.3, -0.6, -1.3, 2.8, 1.6, 15.4, 5.3, 2.8
CC(C)(C)c1sc(N)nc1-c1ccccc1
    -0.9, x, 0.4, 0.1, 4.7, 0.5, x, 1.6, -1.5
